Assay outcomes from PubChem BioAssay.
GPR55 antagonists – GPR55 antagonists blocking LPI-driven arrestin recruitment, primary screen, imaging, U2OS, beta-arrestin-GFP, LPI agonist (AID 2013). G-protein coupled receptor 55 (Homo sapiens). U2OS GPR55 beta-arrestin-GFP translocation imaging, LPI antagonism; higher % means a stronger effect. inhibition, % at 10 µM, or IC50 in µM where a hit was titrated. 0.13% of 290,000 active;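 active = spots per cell inhibited over 60%, with over 100 cells counted and total cytoplasm intensity under 500,000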;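 note: U2OS cells stably carrying GPR55 and arrestin-GFP stimulated by 5 µM LPI near EC80; imaged beta-arrestin-GFP aggregate spots per cell after agonist stimulation; plate controls were LPI-stimulated DMSO wells for no effect and DMSO wells without LPI for full effect; some results filed as inactive read as strong as hits; confirmed hits need IC50 under 10 µM and bright autofluorescent wells are also inconclusive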
NOD1 inhibition – NOD1 signaling inhibitors, primary screen, cell-based, luminescence, uHTS (AID 1578); NOD1-driven NF-kB luciferase reporter cells, luminescence; higher % means a stronger effect; inhibition, % at 4 µM; hits with a dose series show EC50 in µM; 1% of 290,000 active; in the data active = inhibition mostly above about 36%, no sharp cut-off; inactive = mostly below about 34%;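 note: HEK-293T reporter cells stimulated with the NOD1 agonist gamma-tri-DAP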
KOR beta-arrestin-1 – KOR antagonists, beta-arrestin recruitment, cell-based, luminescence, uHTS (AID 1778) | 0.091% of 290,000 active | KOR beta-arrestin recruitment, luminescence, antagonist mode; higher % means a stronger effect | inhibition, % at 10 µM, or IC50 in µM where a hit was titrated | Kappa-type opioid receptor (Homo sapiens); note: strong numbers were not always called active
T cell modulator – modulators of CD8 T cell-vesicle binding, primary screen, mouse 2C CD8+ T cells, flow cytometry. AID 2052, 2009. calls only at 7 µM. 2C CD8+ T cell-vesicle binding; active compounds read low. 0.068% of 330,000 active;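 active = response, share of CD8 T cells binding vesicles, and their 90th percentile fluorescence all below set limits, cut at about 80% in these data, passing the limit was not always enough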
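Benchmarks: naked versus QL9-loaded vesicles / Assay system: purified 2C TCR transgenic mouse naive CD8+ T cells / Technique: high-throughput flow cytometry with anti-B7-1 and anti-CD8 staining / Timing: Cell–vesicle co-incubation 1.5 h at 37 °C, staining 20 min on ice / Read-out: percent CD8+ FL2 mean versus row control / Probe or stimulus: QL9-loaded Drosophila micro-vesicles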
KOR beta-arrestin-2 – KOR agonists, beta-arrestin recruitment, primary screen, cell-based, luminescence, uHTS (AID 1777); 0.02% of 280,000 active; KOR beta-arrestin recruitment, luminescence; higher % means a stronger effect; Kappa-type opioid receptor (Homo sapiens); one-dose activation, % at 10 µM; EC50 in µM for titrated hits; in the data active = activation above about 50%, passing the limit was not always enough; note: a part of the inactive calls stands beside numbers as strong as those of hits
GPR55 activation – GPR55 agonists via beta-arrestin recruitment, primary screen, imaging, U2OS cells, beta-arrestin-GFP redistribution (AID 1961); one-dose activation, % at 10 µM; EC50 in µM for titrated hits; G-protein coupled receptor 55 (Homo sapiens); 0.048% of 290,000 active; U2OS GPR55 beta-arrestin-GFP redistribution imaging; higher % means a stronger effect;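 active = activation above 40% with more than 50 cells counted in the well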;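 note: U2OS osteosarcoma cells stably expressing GPR55 and beta-arrestin-GFP; plate controls were DMSO negative control for no effect and LPI positive control for full effect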
Myeloid diff 2 – induction of myeloid progenitor differentiation, primary screen, cell-based, flow cytometry, MLPCN library. 1% of 360,000 active. ER-HoxA9 myeloid progenitors, lysozyme-GFP differentiation. calls only at 10 µM;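 active = normalized GFP-positive differentiation at or above the plate's own cutoff, the solvent-only control mean plus 3 SD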;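 note: cells exposed to compound for four days before flow analysis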
HEK293 NOD2/NF-kB – NOD2 signaling inhibitors, cell-based, luminescence, uHTS, HEK293 (AID 1566); HEK293 NOD2/NF-kB luciferase reporter, luminescence; higher % means a stronger effect; inhibition, % at 4 µM, or EC50 in µM where a hit was titrated; 0.63% of 290,000 active; note: many of its hits are not listed in these tables
NTR1 agonist – agonists of NTR1, primary screen, imaging, U2OS cells, beta-arrestin-GFP, high content (AID 493036); Neurotensin receptor type 1 (Homo sapiens), P30989; NTR1-U2OS beta-arrestin-GFP spot imaging, agonist mode; activation, % at 20 µM; 0.17% of 330,000 active;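 active = activation at or above 40% of the spot to cytoplasm intensity ratio, with at least 20 cells analyzed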;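 note: 0% = DMSO without peptide and 100% = 100 nM NTR1 peptide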
Target sequence (P30989 whole entry, looked up): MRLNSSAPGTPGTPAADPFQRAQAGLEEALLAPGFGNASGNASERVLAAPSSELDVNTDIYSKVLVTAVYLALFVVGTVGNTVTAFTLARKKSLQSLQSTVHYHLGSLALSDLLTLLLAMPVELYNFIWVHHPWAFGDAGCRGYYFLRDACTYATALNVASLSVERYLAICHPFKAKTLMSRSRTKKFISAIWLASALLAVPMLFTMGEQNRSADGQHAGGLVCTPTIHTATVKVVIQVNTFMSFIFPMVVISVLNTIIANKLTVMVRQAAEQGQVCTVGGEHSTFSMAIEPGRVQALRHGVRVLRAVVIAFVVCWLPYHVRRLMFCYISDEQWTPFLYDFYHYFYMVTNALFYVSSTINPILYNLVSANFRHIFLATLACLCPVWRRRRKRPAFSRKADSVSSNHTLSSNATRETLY
T cell modulator vesicle-bound % – also measured in T cell modulator; calls as there; double positive events, %; measured here: CD8+ vesicle-bound cell fraction;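 binding gate set so that unloaded-vesicle control wells show 10% double positive cells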
NTR1 agonist cell count 20 µM – also measured in NTR1 agonist; calls as there; cell count; measured here: cell count, cytotoxicity flag
Myeloid diff 2 GFP+ MAC1+ % – second read-out of Myeloid diff 2, no call of its own (marks repeat the call); GFP+ MAC1+ double positive, %; measured here: differentiation confirmed by MAC1 staining
Starred values were filed as active, the others as inactive; i = inactive; . = no result given; & = joins results of further samples; [ ] = remark or other dose. Cut-off read from the data, not from the text of the source, unless noted: active = inhibition above about 50%; inactive = the rest. Only part of the results is shown (hit frequency here may not be typical).

item | canonical_smiles | GPR55 antagonists | NOD1 inhibition | KOR beta-arrestin-1 | T cell modulator | T cell modulator vesicle-bound % | KOR beta-arrestin-2 | GPR55 activation | Myeloid diff 2 | Myeloid diff 2 GFP+ MAC1+ % | HEK293 NOD2/NF-kB | NTR1 agonist | NTR1 agonist cell count 20 µM
1 | COc1ccccc1N(CC(=O)Nc1ccc(F)c(F)c1)S(C)(=O)=O | 10.9% | . | 10.4% | i | 60.2 | -3.3% | 0.3% | i | 0.5 | 11.2% | -2.6 | 87
2 | O=C(CN1CCN(S(=O)(=O)c2ccc(F)cc2)CC1)NC1CCCC1 | 1.3% | -23.8% | -8.3% | i | 8.0 | -2.0% | 0.3% | i | 2.4 | -3.7% | -0.8 | 68
3 | CCCc1cc(=O)oc2cc(OC(C)C(=O)NCc3ccccn3)c(Cl)cc12 (configuration not stated) | 13.2% | -49.5% | -17.7% | i | 50.0 | 1.0% | -0.2% | i | 3.9 | 4.1% | 2.2 | 44
4 | Cc1cc(=O)oc2cc(OCC(=O)NC(Cc3c[nH]c4ccc(O)cc34)C(=O)O)c(Cl)cc12 (configuration not stated) | -3.6% | -16.2% | 8.9%[20 µM] | i | 22.8 | 5.2% | 0.2% | i | 3.4 | -5.8% | 2.2 | 84
5 | CC(C)(C)NC(=O)C(c1ccccc1)N(Cc1cccs1)C(=O)c1csnn1 (configuration not stated) | 4.4% | -22.7% | 1.3% | i | 48.2 | -4.1% | -0.4% | i | 0.4 | 7.1% | 1.1 | 88
6 | COc1cc(CO)ccc1Oc1nc2ccccc2n2cnnc12 | -16.2% | -4.5% | -9.3% | i | 26.6 | . | -0.3% | i | 0.4 | 4.3% | 0.1 | 47
7 | CC1CC(C)CN(C(=O)CCS(=O)(=O)c2ccc3c(c2)NC(=O)CS3)C1 (configuration not stated) | -5.1% | -21.5% | -5.2% | i | 31.1 | 5.2% | 0.0% | i | 0.5 | 5.1% | -1.2 | 68
8 | Cc1ccc(N(CC(=O)NC2CCCC2)C(=O)c2nsc(Cl)c2Cl)cc1 | 13.7% | 16.0% | 4.1% | i | 48.9 | -3.7% | -0.2% | i | 0.7 | -2.7% | 1.4 | 48
9 | O=C(O)[C@H](Cc1ccccc1)NC(=O)N1CCC(Cc2ccccc2)CC1 | -3.7% | -6.1% | 3.0% | i | 59.7 | 0.4% | -0.1% | i | 0.3 | -6.5% | -0.8 | 55
10 | Cn1c(NC(=O)c2cccnc2)nc2ccccc21 | -11.5% | -9.2% | 2.7% | i | 36.7 | 13.2% | 0.2% | i | 1.2 | -55.0% | -1.8 | 56
11 | CC1CCN(c2nnc(NC(=O)Cn3c(=O)oc4ccccc43)s2)CC1 | -5.9% | -14.2% | -6.1% | i | 52.5 | 3.5% | -0.1% | i | 0.7 | 12.3% | -1.3 | 55
12 | CCOC(=O)C(Cc1c[nH]c2ccccc12)NC(=O)CNC(C)=O (configuration not stated) | 15.3% | 2.8% | 8.5% | i | 23.6 | -5.1% | -0.2% | i | 1.2 | 4.5% | 1.5 | 63
13 | COc1cc(OC)cc(C(=O)NC(=S)Nc2ccc(NC(=O)c3ccco3)cc2)c1 | 4.4% | 14.8% | -122.6% | i | 11.8 | 21.4% | 0.3% | i | 0.5 | 14.4% | 8.5 | 53
14 | Cc1ccccc1NC(=O)C1CCN(c2cnccn2)CC1 | -1.5% | -30.2% | 11.8% | i | 47.2 | 10.5% | -0.2% | i | 0.6 | 3.0% | 0.5 | 79
15 | Nc1nnc(-c2ccco2)s1 | -4.6% | 18.6% | -58.5% | . | . | 7.0% | -0.2% | i | 2.6 | -7.7% | 0.0 | 58
16 | Cc1cc(=O)oc(C)c1C(=O)Nc1ccc(N(C)C)cc1 | -16.1% | -9.2% | -19.0% | i | 21.5 | . | 0.4% | i | 2.0 | 1.7% | 0.2 | 50
17 | CCOC(=O)C1CCN(C(=O)Nc2ccc(OC)c(OC)c2)CC1 | -0.2% | -13.5% | -19.2% | i | 31.5 | -0.6% | -0.2% | i | 0.6 | 17.6% | 1.3 | 62
18 | CCn1c(SCC(=O)NCC2CCCO2)nc2c([nH]c3ccccc32)c1=O (configuration not stated) | 4.0% | -19.7% | -5.9% | i | 65.3 | 0.2% | -0.1% | i | 0.9 | 3.3% | 0.7 | 88
19 | COCCCN1C(=O)C(=O)/C(=C(/O)c2ccccc2)C1c1ccc(N(C)C)cc1 (configuration not stated) | 13.3% | -33.5% | -12.7% | i | 42.2 | -0.1% | -0.2% | i | 8.0 | -22.3% | -0.3 | 65
20 | Clc1nn2cnnc2c2ccccc12 | 5.5% | -15.0% | -8.2% | i | 29.8 | -2.4% | 0.8% | i | 0.4 | 19.3% | -1.3 | 40
21 | O=C(O)c1ccc(Cl)c(NCc2cccnc2)c1 | 37.1% | -31.2% | 17.8%[20 µM] | i | 56.3 | -3.4% | -0.1% | i | 0.8 | -11.3% | 0.9 | 56
22 | COc1ccccc1CNC(=O)c1oc2ccccc2c1C | 16.7% | -14.6% | -9.0% | i | 54.0 | 0.2% | 3.85µM* | . | . | 20.1% | -0.5 | 61
23 | COc1ccc(C(=O)N2CCCC2)cc1 | 3.5% | -12.4% | 0.2% | i | 14.9 | 1.1% | -0.2% | i | 3.9 | 2.3% | 0.1 | 73
24 | CCN(CC)C(=O)CSc1nc(COc2ccccc2)nc2ccccc12 | 1.9% | -12.3% | -34.5%[20 µM] | i | 37.7 | 6.1% | 0.3% | i | 0.5 | 19.8% | 1.9 | 59
25 | Fc1ccc(-n2cc(CNCCc3cccnc3)c(-c3ccccc3Cl)n2)cc1 | 8.3% | 26.3% | -74.9%[20 µM] | i | 36.3 | 6.3% | -0.1% | i | 0.3 | -11.0% | -0.9 | 52
26 | CCC1Oc2ccc(C)cc2N(CC(=O)N(Cc2ccc(C)o2)C2CC(C)(C)NC(C)(C)C2)C1=O (configuration not stated) | 13.0% | -14.6% | 23.5% | i | 51.7 | -3.2% | -0.4% | i | 0.7 | -2.9% | 2.6 | 79
27 | Cc1ccc(SCCSc2nc(C)cc(=O)[nH]2)cc1 | -15.7% | -52.0% | 2.0%[20 µM] | i | 48.5 | -1.3% | -0.2% | i | 0.2 | -57.2% | 0.5 | 59
28 | Cc1c(CCOC(=O)CC23CC4CC(CC(C)(C4)C2)C3)sc[n+]1Cc1ccc([N+](=O)[O-])cc1 | 13.5% | -22.5% | -6.3% | i | 62.2 | -1.1% | -0.1% | i | 0.3&0.1 | 4.1% | -1.1 | 79
29 | COc1ccc(CCCC(=O)NCc2ccccc2)cc1C | -10.3% | 2.0% | -29.0% | i | 42.0 | 15.4% | 0.1% | i | 0.7 | -4.5% | -0.3 | 51
30 | CC1(C(=O)O)CCC(C(=O)Nc2cccc(F)c2)C1(C)C (configuration not stated) | 12.4% | -3.8% | -8.7% | i | 17.9 | 0.3% | -0.1% | i | 0.6 | 4.3% | 0.8 | 78
31 | CCN(CC)C(=O)CSc1nnc(-c2ccncc2)n1N | 5.2% | -7.9% | -10.7% | i | 14.4 | 1.6% | 0.1% | i | 1.5 | -10.5% | 0.8 | 65
32 | CNC(=S)Nc1ccc([N+](=O)[O-])c(C)c1 | -3.4% | -7.6% | 18.9% | i | 39.2 | -4.3% | -0.9% | i | 0.8 | 13.1% | 0.0 | 62
33 | COc1ccc(CNC(=O)C2CCC(CNc3nc(=S)[nH]c4ccccc34)CC2)cc1 (configuration not stated) | 11.9% | -16.6% | -1.2% | i | 13.4 | -1.1% | -0.7% | . | . | 18.2% | -0.2 | 50
34 | O=C(Nc1cccc(S(=O)(=O)N2CCOCC2)c1)c1ccco1 | -14.5% | -6.4% | 11.2% | i | 18.4 | 0.0% | 0.3% | i | 0.8 | -29.2% | -0.9 | 79
35 | Cc1ccc(NC2CCCN(C(=O)c3ccc4[nH]ccc4c3)C2)cc1C (configuration not stated) | 1.4% | 15.3% | -20.1% | i | 5.0 | 8.2% | 0.4% | i | 0.7 | 13.5% | 3.8 | 50
36 | Cc1ccc(CNC(=O)C2CCCN2S(=O)(=O)c2ccc3c(c2)C(C)(C)C(=O)N3C)cc1 (configuration not stated) | 0.8% | -22.8% | -25.3%[20 µM] | i | 20.7 | -1.6% | -0.1% | i | 2.4 | 13.0% | -1.1 | 60

Some entries already given with just HEK293 NOD2/NF-kB:
| item | Molecule | HEK293 NOD2/NF-kB |
| --- | --- | --- |
| 6 | COc1cc(CO)ccc1Oc1nc2ccccc2n2cnnc12 | 4.3% |
| 7 | CC1CC(C)CN(C(=O)CCS(=O)(=O)c2ccc3c(c2)NC(=O)CS3)C1 (configuration not stated) | 5.1% |

Additional results follow:
item | canonical_smiles | GPR55 antagonists | NOD1 inhibition | KOR beta-arrestin-1 | T cell modulator | T cell modulator vesicle-bound % | KOR beta-arrestin-2 | GPR55 activation | Myeloid diff 2 | Myeloid diff 2 GFP+ MAC1+ % | HEK293 NOD2/NF-kB | NTR1 agonist | NTR1 agonist cell count 20 µM
37 | O=C(C1CCCN(S(=O)(=O)Cc2ccccc2)C1)N1CCc2ccccc21 (configuration not stated) | -12.5% | -1.1% | 12.8% | i | 31.6 | 1.0% | -0.1% | i | 0.4 | 13.3% | -0.1 | 62
38 | Cc1nn(S(=O)(=O)N2CCOCC2)c(C)c1Br | 11.1% | -37.2% | -22.7%[20 µM] | i | 56.2 | . | -0.1% | i | 0.1 | 10.8% | -1.1 | 40
39 | O=C(COc1ccc(Br)cc1)NCCNC(=O)c1cccnc1 | 7.3% | -19.3% | -1.9% | i | 67.5 | 1.6% | -0.1% | i | 0.3 | 6.5% | 0.3 | 67
40 | CN1C(=O)/C(=C/c2cn(CC(=O)NCc3ccco3)c3ccccc23)NC1=S | 9.5% | -18.1% | -3.2% | i | 53.3 | 4.1% | -0.2% | . | . | -6.8% | -1.3 | 50
41 | C=CCn1c(-c2c(C)nc3cc(C)ccn23)n[nH]c1=S | 6.2% | 9.8% | 4.3% | i | 5.2 | -0.9% | -0.2% | i | 0.8 | 15.8% | 1.1 | 79
